Source: PubChem BioAssay (National Center for Advancing Translational Sciences (NCATS))
KB-V1 cytotox – KB-V1 MDR subline cytotoxicity; Potency, µM (titrated, usually from 46.1 µM), for inactives: at the top dose activity change, negative = cytotoxicity, actives largely listed as cytotoxic; KB-V1 MDR cells viability, CellTiter-Glo, 72 h; 400,000 compounds, 3.4% hits; note: potency is the fitted concentration of half-maximal effect; % is set by controls: 0 for no effect and ±100 for the full control effect; nearly all actives have a fitted effect of over 60% in size
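Following 72 h at 37 degrees C with compound, KB-V1 cell viability was read by CellTiter-Glo luminescence, medium being phenol-red-free DMEM plus 10% FBS; concentration-response parameters came from normalized, curve-fitted qHTS data.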
HT1080 IDH1KD tx – toxicity to HT-1080 IDH1 knockdown cells (counter line). HT-1080 IDH1 knockdown viability, ATP luminescence, 48 h. Potency, µM (highest dose often 46.1 µM), inactives show at the highest dose activity, negative = toxicity, actives largely listed as cytotoxic. 360,000 compounds, 2% hits;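 note: potency is the fitted concentration of half-maximal effect; 0% = DMSO wells and -100% = cell-free medium wells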
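Assay cells: HT-1080 with IDH1 knockdown, 750 per well, RPMI/5% FBS. Exposure: 48 h at 37 °C following 2 h pre-incubation. Read: CellTiter-Glo luminescence; fitted concentration-response, curve class assigned.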
WRN inhibitor – blocks human WRN helicase | Potency, µM (series often up to 114 µM), without a hit: at the top dose activity change, negative = inhibition, usual class: inhibitors | Q14191 | WRN helicase unwinding, fluorescent forked duplex, kinetic | AID 651768 | 360,000 compounds, 0.46% hits; note: potency is the fitted concentration of half-maximal effect; % is set by controls: 0 for no effect and ±100 for the full control effect; nearly all actives have a fitted effect of over 55% in size
Target sequence (Q14191 whole entry, looked up): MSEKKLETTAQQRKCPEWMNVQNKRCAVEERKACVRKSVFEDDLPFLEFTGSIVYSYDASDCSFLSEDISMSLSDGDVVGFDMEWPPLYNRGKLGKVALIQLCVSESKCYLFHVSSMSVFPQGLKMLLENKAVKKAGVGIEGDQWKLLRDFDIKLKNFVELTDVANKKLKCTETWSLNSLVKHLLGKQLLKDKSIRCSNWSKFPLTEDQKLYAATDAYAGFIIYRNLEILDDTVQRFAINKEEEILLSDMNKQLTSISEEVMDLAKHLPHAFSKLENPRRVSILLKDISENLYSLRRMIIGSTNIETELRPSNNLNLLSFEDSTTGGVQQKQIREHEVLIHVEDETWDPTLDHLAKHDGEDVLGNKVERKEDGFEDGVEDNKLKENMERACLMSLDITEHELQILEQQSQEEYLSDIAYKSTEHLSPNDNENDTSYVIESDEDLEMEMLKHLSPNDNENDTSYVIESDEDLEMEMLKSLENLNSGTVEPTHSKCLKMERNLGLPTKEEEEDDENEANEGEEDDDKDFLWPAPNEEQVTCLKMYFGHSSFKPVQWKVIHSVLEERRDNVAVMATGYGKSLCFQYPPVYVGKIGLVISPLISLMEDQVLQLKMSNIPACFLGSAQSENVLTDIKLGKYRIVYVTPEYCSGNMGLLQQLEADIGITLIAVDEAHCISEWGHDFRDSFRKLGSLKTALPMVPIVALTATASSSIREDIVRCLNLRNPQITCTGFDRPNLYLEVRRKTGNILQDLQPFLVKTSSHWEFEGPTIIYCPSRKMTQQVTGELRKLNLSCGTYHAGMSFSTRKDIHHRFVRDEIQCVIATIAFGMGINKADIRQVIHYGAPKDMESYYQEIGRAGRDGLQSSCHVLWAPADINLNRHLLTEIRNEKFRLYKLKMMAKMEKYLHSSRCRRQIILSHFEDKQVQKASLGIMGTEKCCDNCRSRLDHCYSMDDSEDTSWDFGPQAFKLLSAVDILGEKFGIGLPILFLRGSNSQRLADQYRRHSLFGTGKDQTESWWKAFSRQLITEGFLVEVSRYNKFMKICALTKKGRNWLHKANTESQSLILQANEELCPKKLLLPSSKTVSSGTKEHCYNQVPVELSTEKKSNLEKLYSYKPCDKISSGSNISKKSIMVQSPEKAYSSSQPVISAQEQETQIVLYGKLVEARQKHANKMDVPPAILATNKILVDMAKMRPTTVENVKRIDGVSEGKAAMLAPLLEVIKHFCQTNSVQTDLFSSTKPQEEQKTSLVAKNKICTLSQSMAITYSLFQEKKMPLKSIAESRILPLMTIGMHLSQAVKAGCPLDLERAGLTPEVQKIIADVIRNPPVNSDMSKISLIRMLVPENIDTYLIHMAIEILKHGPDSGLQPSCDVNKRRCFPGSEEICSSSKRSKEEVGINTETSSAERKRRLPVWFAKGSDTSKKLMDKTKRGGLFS
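Fluorescence dequenching readout, ex 525 nm/em 598 nm, kinetic mode: forked duplex DNA (100 nM final) with adjacent fluorophore and quencher unwound by WRN (20 nM final) with 2 mM ATP. Compound preincubation 15 min, room temperature.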
KB-3-1 cytotox – kills parental KB-3-1 adenocarcinoma cells. KB-3-1 viability, CellTiter-Glo ATP luminescence, 72 h. Potency, µM (doses to about 46.1 µM), inactives show top-dose activity change, negative = cytotoxic, hits mostly cytotoxic. 400,000 compounds, 1.4% hits; note: potency is the fitted concentration of half-maximal effect; % is set by controls: 0 for no effect and ±100 for the full control effect; nearly all actives have a fitted effect of over 60% in size
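Luminescent ATP read-out (CellTiter-Glo) measures survival of drug-naive KB-3-1 cells after 72 h compound exposure at 37 °C. Titration series was screened from lowest to highest concentration, with DMSO vehicle plates as background controls.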
MCF10A rereplic – inducers of DNA re-replication in MCF 10A breast cells | MCF 10A DNA re-replication, Hoechst nuclear intensity, 48 h | Potency, µM (top dose mostly 46.1 µM), inactives show at the highest dose activity, positive = re-replication, hits mostly activators | 350,000 compounds, 2.9% hits | AID 624296; note: potency is the fitted concentration of half-maximal effect; % of control where 0% means no effect; nearly all actives have a fitted effect of over 50% in size
IL1B secr inh – inhibitors of inflammasome signaling (IL-1 beta secretion); THP-1 LPS/ATP IL-1B secretion, AlphaLISA, 16 h; hits give low values; activity change, % at 57.5 µM; 360,000 compounds, 4.7% hits; in the data active = activity change below about -50%; inconclusive = mostly about -30% to -49%; note: % is set by controls: 0 for no effect and ±100 for the full control effect
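Secreted IL-1B measured by AlphaLISA bead assay after 16 h compound exposure of THP-1 cells; compounds (final up to 57.5 uM) added 1 h before LPS (250 ng/mL) and ATP (1.25 mM) stimulation; lower signal means less secretion.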
SW480 rerep – inducers of DNA re-replication in SW480 colon cancer cells | SW480 DNA re-replication, Hoechst DNA content imaging, 48 h | Potency, µM (titrated, usually from 46.1 µM), for inactives: top-dose re-replication activation, most hits filed as activators | 340,000 compounds, 1.8% hits | AID 624297; note: potency is the fitted concentration of half-maximal effect; % of control where 0% means no effect; nearly all actives have a fitted effect of over 55% in size
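Per well, 250 cells were exposed to pinned compound for 48 hr. Nuclear DNA was visualised with Hoechst (40 min, 37 C) and total object intensity recorded by fluorescence scanning.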
HT1080-NT tox – kills 2HG-producing HT-1080-NT fibrosarcoma cells; Potency, µM (titrated, usually from 46.1 µM), for inactives: top-dose activity, negative = less viability, usual class: cytotoxic; 360,000 compounds, 1.6% hits; HT-1080-NT fibrosarcoma viability, CellTiter-Glo ATP luminescence, 48 h; AID 686970;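 note: NT is the 2HG producing partner of a matched IDH1 knockdown line; potency is the fitted concentration of half-maximal effect; 0% = DMSO-treated cells and -100% = media-only wells without cells; nearly all actives have a fitted effect of over 55% in size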
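A 48-hour cytotoxicity screen used HT-1080-NT cells plated 2 hours before compound delivery. ATP-based CellTiter-Glo luminescence measured viability, normalized to DMSO and no-cell controls.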
ATXN2 expr inh – inhibitors of ATXN2 expression. HEK-293 ATXN2-luciferase reporter, luminescence, 24 h. 360,000 compounds, 0.72% hits. AID 1745845. Potency, µM (series often up to 57 µM), for the others: at the top dose activity change, negative = inhibition, most hits filed as inhibitors; note: potency is the fitted concentration of half-maximal effect; % is set by controls: 0 for no effect and ±100 for the full control effect; nearly all actives have a fitted effect of over 55% in size
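ATXN2-luciferase reporter cells (luciferase flanked by upstream and downstream ATXN2 gene portions) were treated 24 h at 37 °C with compounds at up to 57 uM. SteadyGlo luminescence gave expression; GF-AFC fluorescence gave viability.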
Starred values were filed as active, the others as inactive; ? = inconclusive; / = no result given; [ ] = another dose, or the depositor's remark. Unless noted, calls come from the whole dose curve; as a rule, active = well fitted curve in the direction sought with a large enough effect; inconclusive = small, poorly fitted or top-dose-only effect, or another doubt; inactive = no such curve, though single readings can be large; an effect the other way counts as inactive or inconclusive.

SMILES	KB-V1 cytotox	HT1080 IDH1KD tx	WRN inhibitor	KB-3-1 cytotox	MCF10A rereplic	IL1B secr inh	SW480 rerep	HT1080-NT tox	ATXN2 expr inh
Cc1c2cnn(CC(=O)NCCN3CCOCC3)c(=O)c2c(C)n1Cc1ccc(F)cc1	5%	3%	-5%	15%	5%	17	-7%	7%	-11%
O=C(NCC1CCCO1)c1cc2c([nH]c3ccccc32)c(-c2cccc(Cl)c2)n1 (stereo not given)	?	-25%	-2%	?	?	-65*	21µM*	-25%	?
COCCOC(=O)c1c(C)oc2ccc(OC(=O)c3cccs3)cc12	6%	6%	-9%	-1%	-1%	?	-2%	-2%	40%[activator]
CN(C)CCCOC(=O)C1c2ccccc2Oc2ccccc21	5%	8%	-5%[57.1 µM]	1%	6%	-20	-5%	0%	3%
CCOc1ccc(C(=O)NCC(=O)Nc2cc(C)ccn2)cc1OCC	7%	-2%	6%	23%	2%	?	?	2%	26%
CCOc1ccc(CNc2nc3ccccc3n2CCN2CCOCC2)cc1	-13%	1%	-5%	-14%	4%	19	-7%	1%	-8%
CC1(C)CC(=O)C=C(c2ccccc2CO)C1=O	0%	13%	-3%	8%	/	23	/	8%	9%
COc1ccc(CCNC(=O)COC(=O)c2sc(C)nc2C)cc1	15%	12%	5%	?	-5%	13	-17%	10%	/
CCOc1ccc(N2C(=O)CC(SC(=NC)Nc3cccc(F)c3)C2=O)cc1 (stereo not given)	-4%	-6%	-5%	3%	-10%	-11	-6%	-8%	-10%
Cc1ccc(/C(N)=N/OC(=O)c2ccc(C)cc2Cl)cc1	-9%	4%	-29%	0%	0%	0	/	-29%	57%[activator]
COc1ccc(C2C(C(C)=O)=C(O)C(=O)N2c2ccc(Br)cc2)cc1 (stereo not given)	-21%	4%	2%	-6%	-3%	5	-5%	3%	/
O=C(O)c1ccc(NS(=O)(=O)c2ccc(N3C(=O)CCC3=O)cc2)cc1	?	8%	7%	13%	-11%	-3	-16%	10%	11%
CC(C)(C)C(=O)N1CCN(c2nc3ccc(Cl)cc3s2)CC1	-16%	-16%	-3%	-20%	?	?	-4%	-5%	-23%
Cn1c(=O)c(C(=O)NNC(=O)c2ccccc2Cl)c(O)c2ccccc21	?	-28%	-7%	-5%	21%	-20	?	-26%	-15%
CCCC1(C(=O)OC)NC(c2ccco2)C2C(=O)N(C)C(=O)C21 (stereo not given)	0%	20%	8%	-9%	0%	10	-3%	6%	-2%
COc1cc(OC)cc(OCC(O)Cn2ccnc2C)c1 (stereo not given)	4%	2%	-3%	8%	11%	17	-3%	4%	1%
CC1CCc2sc(C(=O)N3CCC(C(N)=O)CC3)cc2C1 (stereo not given)	0%	4%	2%	-12%	-7%	3	-6%	3%	/
CCN(C(=O)c1cccc(S(=O)(=O)N2CCc3ccccc32)c1)C1CCS(=O)(=O)C1 (stereo not given)	8%	-9%	-9%	-13%	22%	8	-3%	6%	/
N#CCCn1nc(-c2ccc([N+](=O)[O-])cc2)cc1Nc1ccccc1NC(=O)C(F)(F)F	-15%	-15%	-8%	-9%	19%	-25	-4%	-6%	16%
CN(CC(=O)Nc1cccc(F)c1)C(=O)c1ccc(OCC2CCCO2)cc1 (stereo not given)	-9%	14%	-18%	-1%	1%	-9	1%	13%	18%

Structures above that bear a hit mark in SW480 rerep.
smiles	WRN inhibitor	IL1B secr inh	SW480 rerep
O=C(NCC1CCCO1)c1cc2c([nH]c3ccccc32)c(-c2cccc(Cl)c2)n1 (stereo not given)	-2%	-65*	21µM*

Next section.
SMILES	KB-V1 cytotox	HT1080 IDH1KD tx	WRN inhibitor	KB-3-1 cytotox	MCF10A rereplic	IL1B secr inh	SW480 rerep	HT1080-NT tox	ATXN2 expr inh
CCOc1cc(C(=O)OCC(=O)Nc2cccc(S(=O)(=O)NC3=NCCCCC3)c2)cc(OCC)c1OCC	8.2µM*	0%	-2%	-21%	8%	?	-1%	-2%	3%
O=C(CN(c1cccc(Cl)c1)S(=O)(=O)c1ccccc1)NN=C1CCCC1	?	0%	-6%	7%	18%	-22	8%	-2%	-5%
CCC(=O)N(Cc1cc(=O)[nH]c2ccccc12)C1CCCCC1	1%	3%	4%	0%	1%	-10	-5%	13%	6%
CCN(CC)C(=O)[C@H]1C[C@H](CC(=O)NCC23CC4CC(CC(C4)C2)C3)C(=O)N2CCc3c([nH]c4ccc(Cl)cc34)[C@]12C	?	1%	-7%	0%	3%	-69*	15µM*	-1%	?
Cc1cc(C)c2cc(C(=O)N3CCC(Cc4ccccc4)CC3)[nH]c2c1	-25%	?	-10%	-1%	?	-12	-12%	?	-15%
COc1cc2c(cc1NC(=O)CSCC(=O)O)oc1ccccc12	2%	-1%	-4%	1%	3%	33	1%[9.22 µM]	0%	-20%
Cc1nn(Cc2ccccc2)c(Cl)c1/C=N/NC(=O)CNc1cccc(C(F)(F)F)c1	9.2µM*	-15%	0%	-27%	?	-28	-3%	-14%	12%
O=C(NC1CCN(Cc2ccccc2)CC1)c1cccc(NS(=O)(=O)c2ccc(Br)cc2)c1	17%	-12%	0%	?	12%	?	2%	-17%	?
CC1Cc2ccccc2N1C(=O)CN1CCC(n2nnc3cc(C(F)(F)F)ccc32)CC1 (stereo not given)	-6%	-30%	0%	?	-4%	-58*	10%	-28%	-22%
O=c1ccc2cc3ccoc3cc2o1	15%	8%	8%	0%	-5%	-3	1%	6%	7%

Six structures out of the list, sorted by length of the SMILES, ascending.
SMILES	KB-V1 cytotox	HT1080 IDH1KD tx	WRN inhibitor	KB-3-1 cytotox	MCF10A rereplic	IL1B secr inh	SW480 rerep	HT1080-NT tox	ATXN2 expr inh
CCC(=O)N(Cc1cc(=O)[nH]c2ccccc12)C1CCCCC1	1%	3%	4%	0%	1%	-10	-5%	13%	6%
Cc1cc(C)c2cc(C(=O)N3CCC(Cc4ccccc4)CC3)[nH]c2c1	-25%	?	-10%	-1%	?	-12	-12%	?	-15%
O=C(CN(c1cccc(Cl)c1)S(=O)(=O)c1ccccc1)NN=C1CCCC1	?	0%	-6%	7%	18%	-22	8%	-2%	-5%
CC1Cc2ccccc2N1C(=O)CN1CCC(n2nnc3cc(C(F)(F)F)ccc32)CC1 (stereo not given)	-6%	-30%	0%	?	-4%	-58*	10%	-28%	-22%
O=C(NC1CCN(Cc2ccccc2)CC1)c1cccc(NS(=O)(=O)c2ccc(Br)cc2)c1	17%	-12%	0%	?	12%	?	2%	-17%	?
CCN(CC)C(=O)[C@H]1C[C@H](CC(=O)NCC23CC4CC(CC(C4)C2)C3)C(=O)N2CCc3c([nH]c4ccc(Cl)cc34)[C@]12C	?	1%	-7%	0%	3%	-69*	15µM*	-1%	?

Next section.
SMILES	KB-V1 cytotox	HT1080 IDH1KD tx	WRN inhibitor	KB-3-1 cytotox	MCF10A rereplic	IL1B secr inh	SW480 rerep	HT1080-NT tox	ATXN2 expr inh
CC(C)NCCCOc1ccc(C(C)(C)c2ccccc2)cc1	8%	-7%	1%	8%	?	-12	-1%	-3%	-16%
COc1cc(F)ccc1-c1csc(C(O)c2ccccc2)n1 (stereo not given)	-2%	-12%	-11%	0%	/	-16	/	-4%	8%
Cc1ccccc1NC(=O)Nc1cc(-c2ccccc2)nn1C	3%	7%	-4%	-1%	-3%	2	-10%	9%	-4%
CCCCS(=O)(=O)C1CCS(=O)(=O)C1 (stereo not given)	?	18%	-2%	18%	3%	-14	0%	16%	18%
COc1ccc(N2CCN(C(CNC(=O)CC(C)(C)C)c3ccc4c(c3)OCO4)CC2)cc1 (stereo not given)	-4%	21%	0%	?	3%	-12	-2%	4%	-4%
COc1ccccc1NC(=O)O/N=C(\N)c1ccccc1	7%	?	5%	4%	?	13	12µM*	4%	8%
O=C(NN=C1CCCC1)c1cc(-c2ccc(F)cc2)nc2ccccc12	-3%	-17%	-6%	-23%	1%	2	11%	-25%	?
CC1Cc2ccccc2N1S(=O)(=O)c1cccc(C(=O)c2nccn2C)c1 (stereo not given)	-15%	-25%	-12%[57.1 µM]	7%	?	13	17%	-27%	-21%
O=C(Nc1ccc(N2CCOCC2)cc1)c1cccc(S(=O)(=O)N2CCCCCC2)c1	-20%	0%	-1%	3%	-6%	41	-4%	-2%	-32%
CCCCOC(=O)/C(=C\c1ccc([N+](=O)[O-])o1)NC(=O)c1ccccc1	-10%	-3%	-21%	-5%	-3%	-5	-2%	-1%	-20%
COc1ccc(CNC(=O)c2noc(C(C)C)c2[N+](=O)[O-])cc1	21%	-1%	-11%	8%	-8%	-11	3%	0%	-7%
COc1cccc(/C=C/C(=O)NCc2cn3cc(Cl)ccc3n2)c1OC	-24%	-1%	4%	-1%	-4%	0	3%	6%	/
CCOC(=O)[C@H]1[C@H]2COc3ccc(Br)cc3[C@@H]2N2C(=O)CN(Cc3ccc(C)cc3)C(=O)[C@@]12C	?	2%	-14%	?	?	-23	11%	-6%	-33%
CCCN(C(=O)Cn1ncc2c([nH]c3ccccc32)c1=O)c1ccccc1C	-6%	4%	-1%	5%	20%	16	?	3%	-11%
CCCn1nnnc1NCc1ccc(N(C)C)cc1	-26%	-19%	12%	0%	3%	5	0%	-10%	2%
N#CC(=Cc1ccc(O)cc1)C(N)=C(C#N)C#N	21%	-1%	0%	?	-35%[inhibitor]	-1	-15%	2%	2%

Outcome played no part in choosing rows; any-hit rate near 12%.
